Compound activity deposited in PubChem BioAssay by National Center for Advancing Translational Sciences (NCATS).
A549 viability = Nrf2 qHTS screen for inhibitors: counterscreen for cytotoxicity; A549 ARE-Fluc cells, CellTiter-Fluor viability, 18-24 h; Potency, µM (series often up to 46 µM), inactives show at the top dose activity change, negative = cytotoxicity, actives largely listed as inhibitors; actives 0.16% (n = 390,000); AID 504648, 2011; further: potency means the concentration at half of the fitted maximal effect; on the % scale 0 is the no-effect control and ±100 the full control effect
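A549 ARE-Fluc cells in 5% FBS OPTI-MEM, 5000 cells/well, rested 2 h then exposed to compounds in concentration-response for 18-24 h at 37 °C. Viability by CellTiter-Fluor fluorescence (Ex 405/Em 525) after 30 min; luciferase luminescence (BugLite, 15 min, RT) read afterwards.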
Nrf2 inh = Nrf2 qHTS screen for inhibitors. Potency, µM (doses to about 46 µM), inactives show top-dose activity change, negative = inhibition, most hits filed as inhibitors. AID 504444, 2011. A549 ARE-Fluc reporter, luciferase luminescence, 18-24 h. actives 2.1% (n = 360,000); further: potency means the concentration at half of the fitted maximal effect; on the % scale 0 is the no-effect control and ±100 the full control effect; nearly all actives have a fitted effect of over 60% in size
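Two sequential reads on A549 ARE_Fluc cells exposed to compound for 18-24 h: a CellTiter-Fluor fluorescence read for viability, then a luciferase luminescence read for Nrf2/ARE activity.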
HepG2 tox = qHTS for Inhibitors of TGF-b: Cytotox Counterscreen; Potency, µM (doses to about 46.1 µM), for inactives: at the top dose activity change, negative = cytotoxicity, actives largely listed as cytotoxic; AID 588856, 2011; HepG2 CAGA-GFP viability, ATP luminescence, 18 h; actives 0.76% (n = 410,000); further: potency means the concentration at half of the fitted maximal effect; some results filed as inactive show a strong effect at the top dose
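HepG2 CAGA-GFP cells (1000/well, DMEM with 1% FBS) received compound, then TGF-beta at 500 pg/mL final, and were incubated 18 hours at 37 degrees C. Viability was read by CellTiter-Glo luminescence. Media-only wells were set as complete cell-killing and DMSO as no toxicity.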
ATXN2 expr inh = Primary qHTS for Inhibitors of ATXN expression; actives 0.72% (n = 360,000); Potency, µM (highest dose often 57 µM), inactives show top-dose activity change, negative = inhibition, actives largely listed as inhibitors; AID 1745845, 2022; HEK-293 ATXN2-luciferase reporter, luminescence, 24 h; further: potency means the concentration at half of the fitted maximal effect; on the % scale 0 is the no-effect control and ±100 the full control effect; nearly all actives have a fitted effect of over 55% in size
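ATXN2-luciferase reporter cells (luciferase flanked by upstream and downstream ATXN2 gene portions) were treated 24 h at 37 °C with compounds at up to 57 uM. SteadyGlo luminescence gave expression; GF-AFC fluorescence gave viability.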
IL1B secr inh = qHTS for Inhibitors of Inflammasome Signaling: IL-1-beta AlphaLISA Primary Screen | actives 4.7% (n = 360,000) | activity change, % at 57.5 µM | THP-1 LPS/ATP IL-1B secretion, AlphaLISA, 16 h; hits give low values; in the data active means activity change below about -50%; inconclusive means mostly about -30% to -49%; further: on the % scale 0 is the no-effect control and ±100 the full control effect
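Secreted IL-1B measured by AlphaLISA bead assay after 16 h compound exposure of THP-1 cells; compounds (final up to 57.5 uM) added 1 h before LPS (250 ng/mL) and ATP (1.25 mM) stimulation; lower signal means less secretion.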
TGFb SMAD3 inh = qHTS for Inhibitors of TGF-b. Potency, µM (doses to about 46.1 µM), for inactives: at the top dose activity, negative = inhibition, actives largely listed as inhibitors. actives 1.2% (n = 410,000). HepG2 CAGA-GFP TGF-b/SMAD3 reporter, GFP fluorescence, 18 h; TGF-beta stimulated, 500 pg/mL final; further: potency means the concentration at half of the fitted maximal effect; on the % scale 0 is the no-effect control and ±100 the full control effect; nearly all actives have a fitted effect of over 65% in size
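Per well, imaged GFP fluorescence of HEPG2 CAGA-GFP cells gives the signal; cells get compound, then TGF-beta (500 pg/mL final), 18 h at 37 degrees C; %Activity versus -TGF-beta and +DMSO controls.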
Nrf2 ARE act = qHTS of Nrf2 Activators. AID 624171, 2012. actives 0.31% (n = 410,000). Potency, µM (doses to about 46.1 µM), for inactives: at the highest dose activation, most hits filed as activators. AREc32 ARE-luciferase reporter (MCF7-derived line), luminescence, 24 h; further: potency means the concentration at half of the fitted maximal effect; % of control where 0% means no effect; nearly all actives have a fitted effect of over 65% in size
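AREc32 cells carrying an ARE-driven firefly luciferase reporter were seeded at 1000 cells/well in OPTI-MEM with 5% FBS, then exposed to compound for 24 hr at 37 deg C. Luminescence was read with Steady-Glo after 30 min at RT.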
ATXN viability = Viability Counterscreen for Primary qHTS for Inhibitors of ATXN expression | AID 651635, 2014 | actives 0.49% (n = 400,000) | S2 cells (HEK-293 line with an ATXN2-luciferase reporter) viability, CellTiter-Fluor protease fluorescence, 24 h | Potency, µM (titrated, usually from 56.7 µM), hits mostly cytotoxic; further: potency means the concentration at half of the fitted maximal effect; nearly all actives have a fitted effect of over 40% in size
MCF10A rerep = A quantitative high throughput screen for small molecules that induce DNA re-replication in MCF 10a normal breast cells. actives 2.9% (n = 350,000). MCF 10A DNA re-replication, Hoechst nuclear intensity, 48 h. Potency, µM (highest dose often 46.1 µM), without a hit: at the highest dose activity, positive = re-replication, hits mostly activators; further: potency means the concentration at half of the fitted maximal effect; % of control where 0% means no effect; nearly all actives have a fitted effect of over 50% in size
An asterisk follows results filed as active; i = inactive; ? = inconclusive; . = no result given; & = joins results of further samples; [ ] = remark or other dose. Unless noted, the call rests on the fitted dose curve; in most records, active means well fitted curve in the direction sought with a large enough effect; inconclusive means small, poorly fitted or top-dose-only effect, or another doubt; inactive means no such curve, though single readings can be large; an effect the other way counts as inactive or inconclusive.

Preview:
SMILES	A549 viability	Nrf2 inh	HepG2 tox	ATXN2 expr inh	IL1B secr inh	TGFb SMAD3 inh	Nrf2 ARE act	ATXN viability	MCF10A rerep
CC1CCc2c(C(=O)Oc3cccc(-n4cnnn4)c3)csc2C1 (stereo not given)	-1%	4%	1%	4%	-5	-3%	-0.5%	i	?
Cc1ccc2nc(-c3cccs3)c(Nc3c(C)cccc3C)n2c1	-2%	1%	-17%	?	.	?	17%	?	.

Main list, previewed entries included:
SMILES	A549 viability	Nrf2 inh	HepG2 tox	ATXN2 expr inh	IL1B secr inh	TGFb SMAD3 inh	Nrf2 ARE act	ATXN viability	MCF10A rerep
CC1CCc2c(C(=O)Oc3cccc(-n4cnnn4)c3)csc2C1 (stereo not given)	-1%	4%	1%	4%	-5	-3%	-0.5%	i	?
Cc1ccc2nc(-c3cccs3)c(Nc3c(C)cccc3C)n2c1	-2%	1%	-17%	?	.	?	17%	?	.
C=CCn1c(N)c(C(=O)Nc2ccc(C)c(C)c2)c2nc3ccccc3nc21	-6%	?	-34%	-16%	5	0%	0.5%	i	?
COc1ccc(OC)c(C(=O)NC(CC(N)=O)c2ccc(NCc3ccc(F)c(F)c3)c([N+](=O)[O-])c2)c1 (stereo not given)	-7%	4%	-13%	-15%	-2	-7%	9.9%	i	-5%
CCN(C(=O)COC(=O)CNC(=O)c1ccc2ccccc2c1)C1CCS(=O)(=O)C1 (stereo not given)	-5%	7%	-11%	-8%	19	0%	0.0%	i	5.8µM*
Cc1noc(C)c1COc1ccc(C(=O)Nc2nnc(CC(C)C)s2)cc1	-18%	?	-1%	-17%	0	?	-0.6%	i	5%
Cc1cccc(NC(=O)c2sc3nc(-c4ccccc4)cn3c2C)c1C	3%	.	1%	.	.	-5%	3.2%	.	.
CCCCN(CCCC)CCNC(=O)c1cc(=O)[nH]c2ccc(S(=O)(=O)N3CCCCCC3)cc12	18%	.	-22%	.	.	-19%	-0.7%	.	.
O=C(NCCCOc1ccc([N+](=O)[O-])cc1Cl)OCc1ccccc1	2%	-3%	-3%	-3%	?	-9%	2.8%	?	9%
Cc1csc(SCC(=O)N2CCN(S(=O)(=O)c3ccc(Cl)cc3)CC2)n1	2%	-15%	-16%	.	-23	10%	2.7%	i	-3%
O=C(O)Cn1nnc(-c2ccc(OCc3ccccc3Cl)cc2)n1	-2%	?	-1%	29%	-3	32%	0.0%	i	7%
COc1ccc(Cl)cc1NC(=O)CN(c1ccccc1)S(=O)(=O)N(C)C	0%	.	7%	-4%	-10	-33%	9.3%	i	-17%
O=C(Nc1ccc(-n2nncc2-c2ccco2)cc1)c1cccc(F)c1	-1%	.	-7%	-12%	?	-6%	2.4%	i	?
COC(=O)CN1C(c2ccccc2O)Nc2ccc(Br)cc2C1c1ccccc1 (stereo not given)	11%	9%	10%	-1%	0	-1%	0.1%	i	-1%
CCNC(=S)NNC(=O)c1csc2c1CCC(C)C2 (stereo not given)	2%	-19%	5%	-3%	-19	-5%	0.1%	i	?
C=CCN(c1ccccc1)S(=O)(=O)c1cccc(C(=O)NCC(c2ccc(F)cc2)N2CCOCC2)c1 (stereo not given)	-5%	-22%	2%	-2%	4	0%	2.8%	i	23%
CC1=C(C(=O)N(C(C)C)C(C)C)CC(CC(=O)NC(c2ccccc2)c2ccccc2)C(=O)N1CCC1=CCCCC1 (stereo not given)	.	.	-27%	0%	?	11µM*	5.0%	.	.
Nc1nc(-c2c(Cl)cccc2Cl)no1	-11%	14%	15%	.	?	27%	-0.8%	i	0%
COc1ccc(C(=O)c2c3ccc([N+](=O)[O-])cc3[n+]([O-])n2CCCC(N)=O)cc1	?	0%	-26%	?	5	?	?	?	17%
CN(CCC#N)C(=O)CSc1nnc(-c2ccco2)n1N	-7%	14%	5%	-2%	22	1%	-0.2%	i	2%
C[C@H](CO)N1C[C@H](C)[C@@H](CN(C)Cc2ccc(Cl)c(Cl)c2)Oc2c(NC(=O)Cc3ccccc3)cccc2C1=O	-15%	?	-18%	28µM*	?	?	-2.1%	14µM*	?
CC(=O)c1cccc(NC(=O)Cn2cc3c(n2)CCCC3)c1	-2%	-3%	-5%	4%	41	14%	-0.6%	i	4%
COc1ccc(/C=C/c2ccccc2)cc1C1C2C=CCC(C)C2C(=O)N1Cc1ccccc1 (stereo not given)	12%	?	15%	.	.	-2%	.	.	.
COC(=O)c1ccc(OCC(O)Cn2nnc3ccccc32)cc1 (stereo not given)	4%	23%	-7%	41%[activator]	30	-2%	2.2%	i	0%
Cc1nn(C)c2c1c(C(F)(F)F)cc(=O)n2C(C)C(=O)NCc1ccccc1Cl (stereo not given)	11%	?	-28%	14%	.	-6%	-0.4%	i	.
COc1ccc(N2C(S)=C(C#N)C(=O)NC23CCCCC3)cc1	-8%	25%	0%	-5%	-5	-6%	2.4%	i	-10%
O=C1C2C3C=CC(C3)C2C(=O)N1c1ccc(N2CCN(c3ccccn3)CC2)c([N+](=O)[O-])c1 (stereo not given)	-15%	?	-26%	.	0	-20%	4.5%	?	?
CCCCC1Cc2[nH]c(=S)[nH]c(=O)c2C(c2ccc(C(C)C)cc2)O1 (stereo not given)	.	.	.	-5%	0	.	3.5%	?	.
Cc1ccc(CS(=O)(=O)Cc2ccc(C(=O)NCC3CCCO3)o2)cc1 (stereo not given)	0%	0%	-10%	5%	20	-7%	-0.5%	i	24%
COc1ccc(-n2c(=O)c3c4c(sc3n(CC(=O)Nc3cc(C)[nH]n3)c2=O)CCC4)c(OC)c1	7%	10%	-11%	.	-24	1%	0.1%	?	-1%
CC1(C)Oc2ccc(C(=O)N3CCCC3)cc2N(CC(=O)NCc2ccccc2)C1=O	-4%	4%	-2%	8%	17	9%	0.4%	i	-8%
COc1ccc(CC(=O)n2nc(-c3ccc(Cl)cc3)nc2NCc2ccco2)cc1	-1%	3%	-17%	29%	15	-31%	-0.7%	i	?
O=C(NCc1ccc(F)cc1)c1ccccc1OCc1ccccc1	10%	-21%	6%	7%	-2	-11%	-0.4%	i	?
CCC(C)NC(=O)C1c2cc(OC)c(OC)cc2C(=O)N(C)C1c1ccc(OC)cc1 (stereo not given)	-1%	13%	-2%	0%	3	-3%	-0.8%	i	5%
CCCCNC(=O)C1CCN(S(=O)(=O)N2CCCCCC2)CC1	0%	1%	1%	-6%	7	-2%	-0.5%	i	-29%
CC1(C)Cc2c(c(N3CCCC3)nc3sc4c(N5CCN(CCO)CC5)ncnc4c23)CO1	-11%	10%	-31%	-24%	-61*	-12%	2.7%	?	1%
CC(C)CCN1C(=O)c2ccccc2C1c1nnnn1C(C)C (stereo not given)	.	.	.	13%	0	.	0.1%	i	.
CCC(C)N(C(=O)COC(=O)c1nc2nc(C)cc(C)n2n1)C1CCS(=O)(=O)C1 (stereo not given)	9%	3%	-83%	2%	7	45%[activator]	0.4%	i	3%
CCc1cccc(NC(=O)c2cccc3c2C(=O)N(C2CCCCC2)C3)c1	0%&13%	3%&-4%	-10%&0%	4%	-15	-7%&-1%	-1.0%&0.0%	i	-1%
COc1cc(NC(=S)N2CCN(CCO)CC2)cc(OC)c1	8%	8%	2%	7%	17	4%	-0.1%[9.22 µM]	i	-19%
Cc1ccc(NC(=O)c2cnccn2)c(OC(F)F)c1	1%	-34%	-18%	-15%	-6	3%	0.9%	i	19%
COc1ccccc1/C=C(/NC(=O)c1ccc(Cl)cc1Cl)C(=O)O	1%	19%	2%	10%	26	-10%	-0.6%	i	-4%
Cc1cc(C)c(NC(=O)/C(C#N)=C/c2ccc(OCc3ccc(F)cc3)cc2)c(C)c1	0%	-3%	-6%	14%	-2	-7%	-1.0%	i	9%

Four entries from above, with two lines to a compound:
Order of values: A549 viability, Nrf2 inh, HepG2 tox, ATXN2 expr inh, IL1B secr inh, TGFb SMAD3 inh, Nrf2 ARE act, ATXN viability, MCF10A rerep
> O=C(NCc1ccc(F)cc1)c1ccccc1OCc1ccccc1
 : 10%, -21%, 6%, 7%, -2, -11%, -0.4%, i, ?
> CCC(C)NC(=O)C1c2cc(OC)c(OC)cc2C(=O)N(C)C1c1ccc(OC)cc1 (stereo not given)
 : -1%, 13%, -2%, 0%, 3, -3%, -0.8%, i, 5%
> CCCCNC(=O)C1CCN(S(=O)(=O)N2CCCCCC2)CC1
 : 0%, 1%, 1%, -6%, 7, -2%, -0.5%, i, -29%
> CC1(C)Cc2c(c(N3CCCC3)nc3sc4c(N5CCN(CCO)CC5)ncnc4c23)CO1
 : -11%, 10%, -31%, -24%, -61*, -12%, 2.7%, ?, 1%
